Imprint erasure: qHTS Assay for Compounds that Induce Erasure of Genomic Imprints | 0.02% of 110,000 active | mouse ES Peg3-LacZ reporter, beta-gal luminescence, 40 h | Potency, µM (titrated, usually from 60.7 µM), for inactives: at the top dose activity change, positive = activation, usual class: activators;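 also: 0% = negative control wells on the plate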
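Gelatin-coated wells received 300 freshly trypsinized female ES cells with a Peg3LacZ-Neo reporter on the maternal allele, then incubated 40 hours at 37C. BetaGlo was added for 5 minutes at room temperature before a single luminescence read.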
IkB sig inh: IkB Signaling; ABC-DLBCL IkBa-CBG/CBR dual luciferase ratio, 4 h; response scale: scaled: untreated 0%, proteasome inhibitor 100%; Potency, µM (titrated, usually from 57.1 µM), without a hit: at the top dose IkBa stabilization activation; 0.04% of 110,000 active; active = well fitted curve in the direction sought with a large enough effect in the signal ratio, not every such curve was filed as active; inconclusive = small, poorly fitted or top-dose-only effect, or a change in a side signal; the % refers to the signal ratio;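 also: the direction sought is a rising ratio; 0% = basal untreated cells and 100% = reference inhibitor full response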
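Luminescence ratio of IκBα-fused green versus native red beetle luciferase in OCI-Ly3 cells, 4 h post-doxycycline with compound; red signal alone, scaled from basal (0%) to zero light (-100%), flagged nonspecific or cytotoxic effects.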
p53ts 32C tox: qHTS Screen for Compounds that Selectively Target Cancer Cells with p53 Mutations: Cytotoxicity of p53ts Cells at the Permissive Temperature. H1299-p53A138V at 32C, ATP luminescence viability, 24 h. Potency, µM (series often up to 46.1 µM), without a hit: at the highest dose activity change, negative = cytotoxicity, most hits filed as cytotoxic. 0.93% of 130,000 active;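 also: 0% = DMSO and -100% = full killing by reference compound; nearly all actives have a fitted effect of over 55% in size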
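Viability by ATPlite luminescence after 24 h compound treatment (up to 46 uM) at the permissive 32C. Cells are H1299 carrying p53 A138V. Scale runs from DMSO basal to 100 uM tamoxifen as full kill; AC50 from Hill fits.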
p53ts 39C kill: qHTS Screen for Compounds that Selectively Target Cancer Cells with p53 Mutations: Cytotoxicity of p53ts Cells at the Nonpermissive Temperature; 1.5% of 130,000 active; Potency, µM (series often up to 46.1 µM), without a hit: top-dose activity change, negative = cell killing, most hits filed as cytotoxic; AID 902, 2007; H1299-p53A138V viability at 39C, ATP luminescence, 24 h; also: nearly all actives have a fitted effect of over 55% in size
Numbers without * were called inactive; ? = inconclusive; / = not tested or not shown; [ ] = another dose, or the depositor's remark. Unless noted, calls follow the shape of the dose curve; as a rule, active = well fitted curve in the direction sought with a large enough effect; inconclusive = small, poorly fitted or top-dose-only effect, or another doubt; inactive = no such curve, though single readings can be large; an effect the other way counts as inactive or inconclusive. Unless noted, % is scaled to controls: 0 for no effect and ±100 for the full control effect; potency is read from the fitted curve at half-maximal effect. No enrichment for hits; about 1.7% have a hit in one of these screens.

item | Compound | Imprint erasure | IkB sig inh
1 | O=C(COc1ccc(Cl)cc1)Nc1ccc2nc(SCC(=O)N3CCOCC3)sc2c1 | -13%[10.9 µM] | ?
2 | CCN(Cc1nc2cc(OC)c(OC)cc2c(=O)[nH]1)C(=O)c1ccc(S(=O)(=O)N(C)C)cc1 | -16% | 1.3%
3 | O=C(NCC(c1cccnc1)N1CCN(Cc2ccccc2)CC1)C(=O)Nc1ccc(Cl)cc1 (stereo unspecified) | -11%[10.9 µM] | ?
4 | Cc1ccc(-c2nc(C3CCCN(S(=O)(=O)c4ccc(C(F)(F)F)cc4)C3)no2)cc1 (stereo unspecified) | 4% | 0.4%
5 | CCCN(CCC)CCNC(=O)CN1C(=O)COc2ccc(S(=O)(=O)N3CCOCC3)cc21 | -6%[10.9 µM] | 0.2%
6 | CCCOc1ccc(C2/C(=C(/O)c3ccc(F)cc3)C(=O)C(=O)N2CCCN(C)C)cc1 (stereo unspecified) | 0% | -1.1%
7 | COc1ccc(N2CCN(C(=O)c3ccc4c(c3)N(Cc3cc(C)ccc3C)C(=O)c3ccccc3S4=O)CC2)cc1 (stereo unspecified) | -10%[10.9 µM] | -0.3%
8 | Cc1ccccc1CNC(=O)C1=Cc2ccccc2OC1 | -8%[10.9 µM] | ?

item | p53ts 32C tox | p53ts 39C kill
1 | -20% | 4%
2 | -3% | 5%
3 | -13% | -14%
4 | 6% | -9%
5 | 1% | -33%
6 | 13% | 21%
7 | 17% | -2%
8 | -14% | -7%

More results:
item | Compound | Imprint erasure | IkB sig inh
9 | CCC(C)c1ccc(NC(=O)C2CCN(c3ncccn3)CC2)cc1 (stereo unspecified) | / | /
10 | CN1/C(=C\C(=O)c2ccco2)C(C)(C)c2ccccc21 | -8% | ?
11 | COc1ccc(CN(C)c2ccc(-c3nc(-c4ccc(OC)c(OC)c4)no3)cc2[N+](=O)[O-])cc1 | -6%[10.9 µM] | ?
12 | COc1ccccc1-n1c(=O)n(C)c2c(C(N)=O)nc(-c3cc(OC)c(OC)c(OC)c3)nc21 | 11%[10.9 µM] | -0.1%
13 | CCOc1ccc(Nc2sc(C(=O)c3cccc(OC)c3)c(N)c2S(=O)(=O)c2ccccc2)cc1 | -6%[10.9 µM] | 0.6%
14 | CCOc1cccc2sc(N3CCN(C(=O)c4ccc5c(c4)CCCC5)CC3)nc12 | -13%[10.9 µM] | ?
15 | COc1cc(-c2nc3ccc(C)cn3c2Nc2ccc(Cl)cc2)ccc1O | 5%[10.9 µM] | ?
16 | Cn1cnnc1SCCC(=O)Nc1ccc(Cl)cc1 | / | /

item | p53ts 32C tox | p53ts 39C kill
9 | 7% | 4%
10 | 6% | -3%
11 | -3% | -7%
12 | -5% | -9%
13 | -10% | -9%
14 | -1% | 5%
15 | -14% | 16µM*
16 | 1% | -1%

(more compounds)
item | Compound | Imprint erasure | IkB sig inh
17 | C=CCOC(=O)C(C(=O)CC)C(NC(=O)OC)c1ccc(F)cc1 (stereo unspecified) | / | /
18 | COc1ccc(-c2noc(CNC(=O)c3ccc(OC)cc3OC)n2)cc1 | -7%[10.9 µM] | ?
19 | O=C(CCC1CCCC1)N1CCN(C(=O)C2CC2)CC1 | 3% | 0.6%
20 | O=C(O)/C(Cc1ccc([N+](=O)[O-])cc1)=N/O | -8%[10.9 µM] | 3.0%[11.4 µM]
21 | Nc1nncn1C(=O)c1cccs1 | -8% | 0.2%
22 | COc1ccccc1N1CCN(C(CNS(=O)(=O)c2cccs2)c2cccnc2)CC1 (stereo unspecified) | 5% | 0.4%
23 | O=C(NCc1ccco1)C1CCN(C(=O)Cc2ccccc2)CC1 | -6% | 1.7%
24 | Cc1nc(NC2CCCCC2)c2nc(-c3ccccc3)n(CCN3CCCCC3)c2n1 | -20% | /

item | p53ts 32C tox | p53ts 39C kill
17 | 0%[9.22 µM] | 5%[9.22 µM]
18 | -1% | -5%
19 | -10% | 39%[activator]
20 | 6%[9.22 µM] | 4%[9.22 µM]
21 | 3% | -5%
22 | 0% | -1%
23 | 4% | 20%
24 | ? | ?

New compounds follow:
item | Compound | Imprint erasure | IkB sig inh
25 | Cc1ccc(CNC(=O)CN2CCC(C(N)=O)CC2)cc1 | 4% | 1.0%
26 | COc1ccc(N2CCCCn3c2nc2c3c(=O)n(C)c(=O)n2C)cc1 | 5% | 0.5%
27 | CC(C)Oc1ccc(C(=O)NC2CCS(=O)(=O)C2)cc1 (stereo unspecified) | 0% | 5.4%
28 | COCCn1c(=O)c(-c2ccccc2)nc2cnc(OC)nc21 | -12% | 1.4%[11.4 µM]
29 | COc1cc(C(=O)Nc2nnc(C)s2)cc(OC)c1OC | -6% | 7.4%
30 | CCCCC(=O)NCCNc1nc2c(c(=O)n(C)c(=O)n2C)n1Cc1ccccc1 | -13% | 0.1%
31 | CCOC(=O)CSc1nc2ccc(Nc3nc(N4CCOCC4)nc(N4CCOCC4)n3)cc2s1 | / | /
32 | COc1ccccc1N1CCN(C(=O)CN2C(=O)COc3ccc(S(=O)(=O)N4CCOCC4)cc32)CC1 | -2%[10.9 µM] | ?

item | p53ts 32C tox | p53ts 39C kill
25 | -5% | 4%
26 | -7% | 12%
27 | -13% | 11%
28 | 3% | 1%
29 | 29% | 3%
30 | -1% | 0%
31 | -13% | 12%
32 | 1% | -3%

A stretch taken from the entries so far, as a working copy:
item | Compound | Imprint erasure | IkB sig inh
6 | CCCOc1ccc(C2/C(=C(/O)c3ccc(F)cc3)C(=O)C(=O)N2CCCN(C)C)cc1 (stereo unspecified) | 0% | -1.1%
7 | COc1ccc(N2CCN(C(=O)c3ccc4c(c3)N(Cc3cc(C)ccc3C)C(=O)c3ccccc3S4=O)CC2)cc1 (stereo unspecified) | -10%[10.9 µM] | -0.3%
8 | Cc1ccccc1CNC(=O)C1=Cc2ccccc2OC1 | -8%[10.9 µM] | ?

item | p53ts 32C tox | p53ts 39C kill
6 | 13% | 21%
7 | 17% | -2%
8 | -14% | -7%

Other compounds.
item | Compound | Imprint erasure | IkB sig inh
33 | CCN(CC)c1ccc(CNc2ccc(Br)cn2)cc1 | -18% | -3.9%
34 | CCOC(=O)c1cccc(C(=O)OCC)n1 | -10% | -1.5%
35 | Cc1cc(C)cc(S(=O)(=O)Nc2cccc(-c3ccc(N4CCOCC4)nn3)c2)c1 | -1%[10.9 µM] | -1.2%
36 | COC(=O)c1sc2cccc(F)c2c1S(=O)(=O)NCc1ccc(F)cc1 | -12%[10.9 µM] | ?
37 | COc1ccc(NC(=O)Cn2cc(C(=O)c3ccc(C)c(C)c3)c(=O)c3cc(OC)ccc32)cc1 | -4%[10.9 µM] | ?
38 | CN(C)c1ccc(Nc2ncnc3sc4c(c23)CCCC4)cc1 | 2%[10.9 µM] | -0.8%
39 | O=C(O)C1CCCN1S(=O)(=O)c1ccc2ccccc2c1 (stereo unspecified) | -1% | 1.1%
40 | COc1ccc(CN2CCc3nc(Nc4ccccc4)ncc3C2)c(OC)c1OC | -15%[10.9 µM] | -0.5%

item | p53ts 32C tox | p53ts 39C kill
33 | -1% | 5%
34 | -3% | -5%
35 | -20% | ?
36 | 8% | -23%
37 | 9% | 7%
38 | 90%[activator] | -22%
39 | 3% | -2%
40 | -5% | -18%

One compound at a time (already shown). Order of screens: Imprint erasure	IkB sig inh	p53ts 32C tox	p53ts 39C kill
CN(C)c1ccc(Nc2ncnc3sc4c(c23)CCCC4)cc1 is entered as 2%[10.9 µM]	-0.8%	90%[activator]	-22%
COc1ccc(CN2CCc3nc(Nc4ccccc4)ncc3C2)c(OC)c1OC is entered as -15%[10.9 µM]	-0.5%	-5%	-18%
O=C(O)C1CCCN1S(=O)(=O)c1ccc2ccccc2c1 (stereo unspecified) is entered as -1%	1.1%	3%	-2%
COC(=O)c1sc2cccc(F)c2c1S(=O)(=O)NCc1ccc(F)cc1 is entered as -12%[10.9 µM]	?	8%	-23%
Cc1cc(C)cc(S(=O)(=O)Nc2cccc(-c3ccc(N4CCOCC4)nn3)c2)c1 is entered as -1%[10.9 µM]	-1.2%	-20%	?

(list continues)
item | Compound | Imprint erasure | IkB sig inh
41 | Cc1cccn2c(=O)cc(COc3cccc(NC(=O)Nc4cccc(Cl)c4)c3)nc12 | -3%[10.9 µM] | 1.2%
42 | COc1ccc(OCCCn2c(C3CC(=O)N(c4ccc(F)cc4)C3)nc3ccccc32)cc1 (stereo unspecified) | -2%[10.9 µM] | ?
43 | Cc1ccc(-c2csc(=Nc3ccc(F)cc3)n2Cc2ccc3c(c2)OCO3)cc1C | -15%[10.9 µM] | -0.4%
44 | Cc1onc(-c2ccccc2)c1C(=O)N1CCN(CCc2ccccc2)CC1 | -8% | 0.0%
45 | CC(C)C(NC(=O)C1CCCCC1)C(=O)Nc1ccccn1 (stereo unspecified) | -6% | 1.2%
46 | O=C(NCCCN1CCN(c2ccc(F)cc2)CC1)c1ccc2nc(Cc3ccccc3)oc2c1 | -23%[10.9 µM] | 3.6%
47 | COc1cc(-n2c(=O)c3ccccc3n(Cc3cccc(Cl)c3)c2=O)cc(OC)c1OC | -6%[10.9 µM] | 17%
48 | COCc1cc(C)n(CC(=O)Nc2ccccc2C(=O)OC)c(=O)c1C#N | 2% | 0.3%

item | p53ts 32C tox | p53ts 39C kill
41 | 7% | 14%
42 | -12% | -30%
43 | -11% | 20%
44 | 4% | 8%
45 | 8% | 1%
46 | -11% | ?
47 | -26% | -22%
48 | 5% | -20%

(list continues)
item | Compound | Imprint erasure | IkB sig inh
49 | O=S(=O)(NCCO)c1cccc2cccnc12 | 2% | 2.5%
50 | COc1cccc(CNC(=O)c2[nH]c3cc(C)ccc3c2Sc2ccccc2)c1 | -15%[10.9 µM] | -0.9%
51 | CCCN(CCC)S(=O)(=O)c1cccc(C(=O)Nc2ccc3c(c2)OCO3)c1 | -5% | ?
52 | CCN(CCCNC(=O)COc1cc(=O)n(C)c2ccccc12)c1cccc(C)c1 | 5% | 4.9%
53 | CCOC(=O)C1CCCN(c2nnnn2-c2ccccc2)C1 (stereo unspecified) | -10% | -1.2%
54 | O=C(Cn1c(=O)oc2ccccc21)NCc1ccc(Cl)cc1 | 14%[10.9 µM] | 2.1%
55 | Cc1cn2c(=O)cc(COC(=O)c3ccc(NC(=O)COc4ccc(C)c(C)c4)cc3)nc2s1 | 22%[10.9 µM] | 4.4%
56 | C=CCOc1ccc(/C(O)=C2/C(=O)C(=O)N(CCCn3ccnc3)C2c2cccs2)cc1 (stereo unspecified) | -26% | -1.1%

item | p53ts 32C tox | p53ts 39C kill
49 | 6% | 3%
50 | 5% | -3%
51 | 15% | -13%
52 | -3% | -25%
53 | 0% | 2%
54 | -16% | 0%
55 | 1% | -1%
56 | 6% | 3%

(cont.)
item | Compound | Imprint erasure | IkB sig inh
57 | O=C(CSc1nc(Nc2ccc(F)cc2)c2ccccc2n1)c1ccc(F)cc1 | -12%[10.9 µM] | 0.8%
58 | CN(C)CCCN1CCC2(CCC(C(C)(C)C)CC2)CC1 | -33%[inhibitor][10.9 µM] | 0.2%[11.4 µM]
59 | CC(C)CCn1c(=O)c2sccc2n2c(CCCC(=O)Nc3ccc(F)c(Cl)c3)nnc12 | -11%[10.9 µM] | 0.8%
60 | CCOc1ccc(N(C)S(=O)(=O)c2ccc3c(c2)CCCN3C(C)=O)cc1 | -11%[10.9 µM] | 2.6%
61 | O=C(CCS(=O)(=O)c1cccc2nsnc12)N1CCN(Cc2ccc3c(c2)OCO3)CC1 | -17% | 3.5%
62 | COc1cccc(N2CCN(Cc3nc(N)nc(N4CCCc5ccccc54)n3)CC2)c1 | -15% | ?
63 | CN(C)c1ccc(NC(=O)c2cccc(N3C(=O)C4C5C=CC(C5)C4C3=O)c2)cc1 (stereo unspecified) | -13% | ?
64 | Cc1c(C(=O)Nc2cccc(F)c2)sc2nc(-c3cc4ccccc4oc3=O)[nH]c(=O)c12 | -14%[10.9 µM] | 0.7%

item | p53ts 32C tox | p53ts 39C kill
57 | -4% | -25%
58 | -3%[9.22 µM] | -6%[9.22 µM]
59 | -12% | -6%
60 | 2% | ?
61 | -2% | -6%
62 | -1% | -7%
63 | ? | -15%
64 | 3% | 2%
